From PubChem BioAssay
14-3-3g Raf: modulators of 14-3-3 gamma protein binding, primary screen, biochemical, fluorescence polarization; 14-3-3 protein gamma (Homo sapiens), P61981; FP, 14-3-3gamma / TMR-pS259-Raf peptide binding; inhibition, % at 40 µM; 160,000 tested, 0.19% active; AID 422, 2006; in the data active = inhibition above about 30%;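 note: 0% = protein plus tracer without compound and 100% = blank with tracer alone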
Target sequence (P61981 whole entry, looked up): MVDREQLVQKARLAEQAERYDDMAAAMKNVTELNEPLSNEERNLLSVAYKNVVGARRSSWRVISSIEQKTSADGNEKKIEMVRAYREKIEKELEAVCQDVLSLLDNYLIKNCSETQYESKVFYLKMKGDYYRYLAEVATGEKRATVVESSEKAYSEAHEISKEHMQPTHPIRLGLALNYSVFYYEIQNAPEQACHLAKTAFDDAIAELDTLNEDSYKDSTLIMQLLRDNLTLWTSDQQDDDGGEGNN
Active calls of the source: *; & = joins results of further samples. An excerpt, so the mix of outcomes need not match the whole.

Start of the listing, in advance (seven entries):
Screening CC(C)(CC(=O)N1CCc2ccccc2C1)CC1=NS(=O)(=O)c2ccccc2N1 returned 14-3-3g Raf 1.7.
For CCCCCC1CCC(c2ccc(C#N)c(Cl)n2)CC1 (centres undefined) the results were 14-3-3g Raf -2.9.
For O=C1C2C(c3ccc(F)cc3)OC3(C(=O)c4ccccc4C3=O)C2C(=O)N1Cc1ccccc1 (centres undefined) the results were 14-3-3g Raf -13.2.
For O=C(c1cc2cc(Br)ccc2oc1=O)N1CCN(c2ccccn2)CC1 the results were 14-3-3g Raf 2.5.
CSc1nc(C)cc(OCNC(=O)c2cccs2)n1 was read as 14-3-3g Raf -5.8.
For Cc1cc(C)c2c(CN3CCN(Cc4ccc5c(c4)OCO5)CC3)cc(=O)oc2c1C the results were 14-3-3g Raf -2.0.
`Cc1sc(NS(=O)(=O)c2ccc([N+](=O)[O-])cc2)nc1-c1ccc(-c2ccccc2)cc1` gave 14-3-3g Raf -1.6.

This part in full, repeating the preview:
Screening CC(C)(CC(=O)N1CCc2ccccc2C1)CC1=NS(=O)(=O)c2ccccc2N1 returned 14-3-3g Raf 1.7.
For CCCCCC1CCC(c2ccc(C#N)c(Cl)n2)CC1 (centres undefined) the results were 14-3-3g Raf -2.9.
For O=C1C2C(c3ccc(F)cc3)OC3(C(=O)c4ccccc4C3=O)C2C(=O)N1Cc1ccccc1 (centres undefined) the results were 14-3-3g Raf -13.2.
For O=C(c1cc2cc(Br)ccc2oc1=O)N1CCN(c2ccccn2)CC1 the results were 14-3-3g Raf 2.5.
CSc1nc(C)cc(OCNC(=O)c2cccs2)n1 was read as 14-3-3g Raf -5.8.
For Cc1cc(C)c2c(CN3CCN(Cc4ccc5c(c4)OCO5)CC3)cc(=O)oc2c1C the results were 14-3-3g Raf -2.0.
`Cc1sc(NS(=O)(=O)c2ccc([N+](=O)[O-])cc2)nc1-c1ccc(-c2ccccc2)cc1` gave 14-3-3g Raf -1.6.
COCCn1cnc2sc(C(=O)NCc3ccccc3OC)c(C)c2c1=O was read as 14-3-3g Raf -0.4.
O=C1CC(N(Cc2ccc3c(c2)OCO3)C(=O)Nc2ccc(F)cc2)C(=O)N1c1ccccc1 (centres undefined) was read as 14-3-3g Raf -1.0.
`O=C(O)c1ccc(CN2CCCCC2)o1` gave 14-3-3g Raf -5.3.
Screening OC1(c2ccccc2F)CCN(Cc2nnnn2CCc2ccccc2)CC1 returned 14-3-3g Raf -3.8.
Screening Cc1ccc(-c2nnc(Nc3ccc(C(=O)N4CCCCC4)cc3)c3ccccc23)cc1S(N)(=O)=O returned 14-3-3g Raf -33.8.
Screening Cc1sc(NC(=O)C2CC=CCC2C(=O)O)nc1-c1ccccc1 (centres undefined) returned 14-3-3g Raf 8.2.
Screening CN(C)CCn1c(C(=O)Nc2ccccc2)cc2ccccc21 returned 14-3-3g Raf -3.7.
`COc1ccc(C2C(C(=O)Nc3cc(Cl)c(OC)cc3OC)c3ccccc3C(=O)N2C2CCCCC2)cc1` (centres undefined) gave 14-3-3g Raf -3.1.
Cc1ccc(S(=O)(=O)N2CCN(C(=O)CN3C(=O)NC4(CCOc5ccccc54)C3=O)CC2)cc1 (centres undefined) was read as 14-3-3g Raf -3.5.
Screening Cc1cccc(C)c1N1C(=O)C2C(C1=O)C1C=CC2C12CC2 (centres undefined) returned 14-3-3g Raf 1.1.
Screening CCSc1nnc2c(n1)OC(c1ccncc1)Nc1ccc(Br)cc1-2 (centres undefined) returned 14-3-3g Raf -0.6.
`COc1ccccc1CNC(=O)c1cc2cc3ccc(Cl)cc3nc2o1` gave 14-3-3g Raf -45.2.
For O=C(CCCc1c[nH]c2ccccc12)N1CCN(S(=O)(=O)c2cccs2)CC1 the results were 14-3-3g Raf 3.4.
For CCCc1cc(=O)oc2cc(OC(C)C(=O)OCC)ccc12 (centres undefined) the results were 14-3-3g Raf 0.3.
Screening O=C(NCc1ccc(F)cc1)C1CCC(=O)N1C1CCCC1 (centres undefined) returned 14-3-3g Raf -1.4.
Screening CC1=C(C(=O)OC2CCCCC2)C(c2ccc(Cl)cc2)n2c(nc3ccccc32)N1 (centres undefined) returned 14-3-3g Raf -2.2.
Screening CCc1cc2c(s1)SC(c1ccc([N+](=O)[O-])cc1)NC2=O (centres undefined) returned 14-3-3g Raf -7.0.
CCc1ccc(N(CC(=O)NC)S(C)(=O)=O)cc1 was read as 14-3-3g Raf 14.1.
For COc1ccc(OC)c(C2C3=C(CC(C)(C)CC3=O)Nc3nc(SC)nn32)c1 (centres undefined) the results were 14-3-3g Raf 6.0.
`Cc1nn(-c2ccccc2)c(OC(=O)c2ccc([N+](=O)[O-])cc2)c1Sc1ccccc1` gave 14-3-3g Raf 0.3.
`O=C1c2ccccc2C(=O)N1c1nc(-c2ccc(Br)cc2)cs1` gave 14-3-3g Raf -17.9.
Screening O=C(NS(=O)(=O)c1cccc([N+](=O)[O-])c1)c1ccccc1 returned 14-3-3g Raf 2.9.
For Cc1noc(NS(=O)(=O)c2ccc(NC(=O)CCn3c(=O)oc4ccccc43)cc2)c1C the results were 14-3-3g Raf -3.2.
COc1ccc(CNC(=O)Cn2nc(C(F)(F)F)c(Br)c2C)cc1 was read as 14-3-3g Raf -5.3.
For CCS(=O)(=O)N1CCN(Cc2cc(Br)ccc2O)CC1 the results were 14-3-3g Raf 1.7.
`CC(NC(=O)c1ccc(Br)cc1)c1ccccc1` (centres undefined) gave 14-3-3g Raf -11.8.
`O=C(Nc1cccc2ccccc12)C1CCC(Cn2c(=S)[nH]c3ccccc3c2=O)CC1` (centres undefined) gave 14-3-3g Raf -70.8.
For Cc1cc(OCC(=O)Nc2ccc(O)c(-c3nc4ccccc4s3)c2)ccc1Cl the results were 14-3-3g Raf -1.0.
O=C(c1ccco1)N1CCNCC1 was read as 14-3-3g Raf 1.0.
For CCOC(=O)c1cc(-c2ccccc2)n(CC(=O)O)c1C the results were 14-3-3g Raf 0.0.
Screening O=C(CN1CCN(S(=O)(=O)c2ccc(F)cc2)CC1)Nc1ccc2c(c1)OCO2 returned 14-3-3g Raf 11.5&-5.6.
For COc1ccc(N2C(=O)C(N3C(=O)c4ccc([N+](=O)[O-])cc4C3=O)C2c2ccc3c(c2)OCO3)cc1Cl (centres undefined) the results were 14-3-3g Raf -4.4.
`COc1ccc(-n2ccnc2SCC(=O)Nc2nnc(C)s2)cc1` gave 14-3-3g Raf -3.0.
Screening O=C(O)c1ccccc1-c1ccccc1C(=O)Nc1c[nH]c(=O)[nH]c1=O returned 14-3-3g Raf 13.3.
Screening O=C(COc1ccccc1)Nc1ncc2c(n1)CCCC2=O returned 14-3-3g Raf 2.4.
Screening O=C(Nc1c(C(=O)Nc2ccc3c(c2)OCCO3)cnn1-c1ccccc1Cl)c1ccco1 returned 14-3-3g Raf -8.8.
`COc1cccc(C(=O)Nc2nnc(C(C)C)s2)c1` gave 14-3-3g Raf -0.6.
For CCc1c(C(=O)NCc2cccs2)[nH]c(C)c1C(C)=O the results were 14-3-3g Raf -11.6.
`COc1ccc(C(CC(=O)O)NC(=O)c2ccco2)cc1OC` (centres undefined) gave 14-3-3g Raf -7.8.
`CCC(=O)N1c2ccc(S(=O)(=O)CCC(=O)Nc3cccc(SC)c3)cc2CC1C` (centres undefined) gave 14-3-3g Raf -2.1.
`NC(=O)c1cc2cc(Br)ccc2oc1=Nc1ccc(C(=O)c2ccccc2)cc1` gave 14-3-3g Raf -5.2.
For CC1CN(C2CCN(C(=O)c3ccccc3)CC2)CC(C)O1 (centres undefined) the results were 14-3-3g Raf 21.3&-4.4.
Screening Cc1c(C(=O)O)nnn1-c1ccccc1 returned 14-3-3g Raf -5.2.
`COC(=O)c1cc(NC(=O)c2ccc(SC3CCCCC3)c([N+](=O)[O-])c2)cc(C(=O)OC)c1` gave 14-3-3g Raf -2.9.
For CCOC(=O)c1cnc2cc(Cl)c(OC)cc2c1Nc1ccc(OC)c(Cl)c1 the results were 14-3-3g Raf 2.1.
`COc1cc(OC)c(NC(=O)c2sc3nc(C)nc(N4CCC(C)CC4)c3c2C)cc1Cl` gave 14-3-3g Raf 4.7.
CCc1c(C)c(C#N)c2nc3ccccc3n2c1N1CCN(S(=O)(=O)c2ccc(F)cc2)CC1 was read as 14-3-3g Raf -11.2.
N#Cc1nc(COc2ccc(F)cc2)oc1N1CCCC1 was read as 14-3-3g Raf -2.9&-5.2.
Screening COC(=O)c1cc2oc(C)cc2n1CC(=O)N(C)c1ccccc1 returned 14-3-3g Raf -9.1.
For Cc1ccc(N(C(=O)CCC(=O)Nc2cc(C)on2)C(C(=O)NC2CCCC2)c2ccncc2)cc1 (centres undefined) the results were 14-3-3g Raf -3.2.
`COc1ccc(Br)cc1CNC(=O)Cc1c(C(=O)O)[nH]c2ccccc12` gave 14-3-3g Raf -7.4.
`CC(Oc1ccccc1)C(=O)NCc1cccnc1` (centres undefined) gave 14-3-3g Raf -9.0&-3.3.
For O=C(CN(C1CCCCC1)S(=O)(=O)c1ccc(Br)cc1)N1CCCCCC1 the results were 14-3-3g Raf -2.4.
For CC1CN(C(c2ccco2)c2sc3ncnn3c2O)CC(C)O1 (centres undefined) the results were 14-3-3g Raf 0.5.
Screening Cc1sc2c(c1C)c(=O)n(Cc1ccccc1)c(=O)n2Cc1ccccc1Cl returned 14-3-3g Raf -11.5.
Screening CC1=C(C(=O)OC2CCCCC2)C(c2ccccc2)C2=C(CCCC2=O)N1 (centres undefined) returned 14-3-3g Raf 17.1.
`COc1ccc(Cl)cc1NC(=O)CN1C(=O)C2C3C=CC(C3)C2C1=O` (centres undefined) gave 14-3-3g Raf -1.8.
`COc1cc(C2Nc3ccccc3NC3=C2C(=O)CC(c2cccs2)C3)cc(OC)c1O` (centres undefined) gave 14-3-3g Raf -2.5.
Screening COc1ccc(CNC(=O)CCn2c(=O)c3sccc3n(Cc3ccccc3Cl)c2=O)cc1 returned 14-3-3g Raf 2.3.
Fc1ccccc1N1CCN(c2nc3ccccc3n3nnnc23)CC1 was read as 14-3-3g Raf -33.2.
c1ccc(CNCc2ccco2)nc1 was read as 14-3-3g Raf -12.6.
`O=c1c2[nH]c3ccc(Cl)cc3c2ncn1CCN1CCCCC1` gave 14-3-3g Raf -10.6.
Cn1c(SCC(=O)Nc2ccccc2F)nnc1-c1cccnc1 was read as 14-3-3g Raf -1.1.
Screening COc1ccc(Cc2nc(-c3ccc(Br)o3)no2)cc1OC returned 14-3-3g Raf -7.0.
`COc1ccccc1C(=O)n1c(=S)nc2cc(C)ccn21` gave 14-3-3g Raf -51.6.
Screening Cc1sc2ncnc(-n3nnc4ccccc43)c2c1C returned 14-3-3g Raf 1.3.
`COc1cc(C(=O)NCc2ccco2)c(Br)c(OC)c1OC` gave 14-3-3g Raf -2.5.
For Cc1cc(O)c(NC(=O)COc2ccc(Cl)cc2)cc1C the results were 14-3-3g Raf -37.3.
For COc1ccccc1NC(=O)CSc1nnc(C2CCCCC2)n1C the results were 14-3-3g Raf 0.0.
For CC(C)Cn1c(NCCc2ccccc2)nc2c1c(=O)[nH]c(=O)n2C the results were 14-3-3g Raf -6.8.
COc1ccc(NC(=O)C2(S(=O)(=O)c3ccc(C)cc3)CC2)cc1OC was read as 14-3-3g Raf -0.8.
CC12CCC(C(=O)Nc3ccccc3N3CCOCC3)(CC1=O)C2(C)C (centres undefined) was read as 14-3-3g Raf 6.7.
For CC1=C(C(=O)Nc2ccccc2F)C(c2ccc3c(c2)OCO3)C2=C(CC(C)(C)CC2=O)N1 (centres undefined) the results were 14-3-3g Raf 1.6.
For COc1ccc(Cl)cc1S(=O)(=O)N1CCN(S(=O)(=O)c2cc(Cl)ccc2OC)CC1 the results were 14-3-3g Raf 1.7.
For CN(C)Cc1cc(CN(C)C)c(O)c(CN(C)C)c1 the results were 14-3-3g Raf 6.3.
CCn1c(=O)cc(SCC(=O)NCCN2CCN(Cc3ccccc3)CC2)c2ccccc21 was read as 14-3-3g Raf -8.7.
Screening O=C1CCCC2=C1C(c1ccc(Cl)cc1)c1c(nc(SCc3ccccc3)[nH]c1=O)N2 (centres undefined) returned 14-3-3g Raf -6.2.
Cc1cc2nc(-c3ccc(NC(=O)c4ccccc4I)cc3)oc2cc1C was read as 14-3-3g Raf -9.6.
`O=C(O)c1cc(NCc2cccs2)ccc1N1CCOCC1` gave 14-3-3g Raf -4.5.
CCC1Sc2ccccc2N(CC(=O)NCCC(C)C)C1=O (centres undefined) was read as 14-3-3g Raf -1.7&9.8.
Screening COc1ccc(C(=O)OCCN2CCOCC2)cc1 returned 14-3-3g Raf -7.3.
Screening O=[N+]([O-])CC(Nc1ccccc1)c1ccccc1 (centres undefined) returned 14-3-3g Raf -4.7.
CCn1c(SCCc2ccccc2)nc2ccccc2c1=O was read as 14-3-3g Raf 0.5.

Fetched one by one from above, four records:
Screening O=[N+]([O-])CC(Nc1ccccc1)c1ccccc1 (centres undefined) returned 14-3-3g Raf -4.7.
Cc1cc2nc(-c3ccc(NC(=O)c4ccccc4I)cc3)oc2cc1C was read as 14-3-3g Raf -9.6.
For CN(C)Cc1cc(CN(C)C)c(O)c(CN(C)C)c1 the results were 14-3-3g Raf 6.3.
CCC1Sc2ccccc2N(CC(=O)NCCC(C)C)C1=O (centres undefined) was read as 14-3-3g Raf -1.7&9.8.

Further entries follow:
`COc1ccc(-n2c(SCC(=O)Nc3ccccc3)nc3c([nH]c4ccccc43)c2=O)cc1` gave 14-3-3g Raf -7.6.
Cc1ccnc(SC2CC(=O)N(c3ccc(Br)cc3)C2=O)n1 (centres undefined) was read as 14-3-3g Raf -6.9.
`Oc1ccccc1C=Cc1nc(-c2ccccc2O)n(-c2ccccc2)n1` gave 14-3-3g Raf 1.9.
CC(=O)c1cccc(NC(=O)CCN2C(=O)c3ccccc3C2=O)c1 was read as 14-3-3g Raf -2.3.
For CC(=O)Nc1sc2c(c1C(c1ccncc1)N1CCOCC1)CCCC2 (centres undefined) the results were 14-3-3g Raf 0.5.
N#Cc1cc2c(nc1SCc1cccnc1)CCCC2 was read as 14-3-3g Raf -2.0.
`Nc1ccc2nc(SCc3cccc4nsnc34)sc2c1` gave 14-3-3g Raf -8.2.
FC(F)(F)C1(C(F)(F)F)N=C(Cc2ccccc2)OC(N2CCOCC2)=N1 was read as 14-3-3g Raf -7.0.
COCCN1CSC(=S)N(Cc2ccco2)C1 was read as 14-3-3g Raf -4.0.
For COc1ccc(CCN2C(=O)CC(C(=O)Nc3ccc(I)cc3)SC2=Nc2ccc(F)cc2)cc1OC (centres undefined) the results were 14-3-3g Raf -8.2.
